Screening data from PubChem.
MPTP block = mitochondrial permeability transition pore inhibitors, primary screen, biochemical, isolated mouse mitochondria, absorbance; Ca2+ swelling absorbance, 30 min; inhibition, % at 10 µM; 1.4% of 360,000 active;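 active = inhibition of 50% or more, scaled per plate between neutral and stimulator controls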;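 note: 0% = DMSO wells given calcium and 100% = 1 mM EGTA wells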
APOBEC3G inh = APOBEC3G DNA deaminase inhibitors, primary screen, biochemical, fluorescence, single-stranded DNA substrate, uHTS; 0.28% of 330,000 active; DNA dC->dU-editing enzyme APOBEC-3G (Homo sapiens), Q9HC16; inhibition, % at 20 µM; recombinant A3G, ssDNA deamination FAM/TAMRA fluorescence;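 active = inhibition of at least 40% at 20 µM, with no more than 30% in the related APOBEC3A deaminase screen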;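 note: plate controls were DMSO wells with A3G for no effect and wells lacking A3G enzyme for full effect; some compounds called inactive have numbers as strong as hits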
hIAP act = human IAP activators, primary screen, biochemical, luminescence, uHTS; Intestinal-type alkaline phosphatase (Homo sapiens), P09923; purified human IAP, CDP-Star luminescence, 30 min; stronger effect = higher value; 1 = vehicle-only enzyme, 0 = enzyme-free background; activation factor at 10 µM; 0.16% of 330,000 active;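 active = activation factor of the enzyme at least 2-fold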; note: the source names both 10 and 20 µM as test concentration; values of inactives mirror those of a sister screen read the other way
Target sequence (P09923 whole entry, looked up): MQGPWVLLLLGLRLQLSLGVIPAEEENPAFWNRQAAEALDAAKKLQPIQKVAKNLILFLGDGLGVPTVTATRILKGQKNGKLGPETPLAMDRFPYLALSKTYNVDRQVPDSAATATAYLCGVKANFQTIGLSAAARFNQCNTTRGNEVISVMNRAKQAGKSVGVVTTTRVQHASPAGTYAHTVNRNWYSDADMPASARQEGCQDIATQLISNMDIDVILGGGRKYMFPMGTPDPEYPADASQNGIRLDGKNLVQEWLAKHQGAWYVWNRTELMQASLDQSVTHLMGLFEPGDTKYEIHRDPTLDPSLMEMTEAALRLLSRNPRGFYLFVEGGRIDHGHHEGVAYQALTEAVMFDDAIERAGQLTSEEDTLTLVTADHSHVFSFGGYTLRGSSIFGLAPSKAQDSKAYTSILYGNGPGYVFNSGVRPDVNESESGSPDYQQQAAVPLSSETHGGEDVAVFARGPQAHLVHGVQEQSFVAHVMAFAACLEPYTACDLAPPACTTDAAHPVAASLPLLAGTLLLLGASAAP
hIAP inh = human IAP inhibitors, primary screen, biochemical, luminescence, uHTS. 0.12% of 330,000 active. inhibition, % at 10 µM. AID 2544, 2010. purified IAP, CDP-Star luminescence, 30 min;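 active = inhibition reaching a set limit with compound at 10 µM in the primary screen, cut at about 35% in these data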;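 note: plate controls were DMSO wells with enzyme for no effect and no-enzyme buffer wells for full effect; values of inactives mirror those of a sister screen read the other way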
APOBEC3A inh = APOBEC3A ssDNA deaminase inhibitors, primary screen, selectivity assay for APOBEC3G inhibitor project, biochemical, FAM/TAMRA oligo cleavage fluorescence. recombinant A3A, FAM/TAMRA ssDNA deamination fluorescence. DNA dC->dU-editing enzyme APOBEC-3A (Homo sapiens), P31941. inhibition, % at 20 µM. 0.41% of 330,000 active;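 active = at least 40% inhibition at 20 µM here, with at most 30% in a related deaminase screen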;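 note: plate controls were A3A with DMSO for no effect and wells lacking A3A enzyme for full effect; some results filed as inactive read as strong as hits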
Target sequence (P31941 whole entry, looked up): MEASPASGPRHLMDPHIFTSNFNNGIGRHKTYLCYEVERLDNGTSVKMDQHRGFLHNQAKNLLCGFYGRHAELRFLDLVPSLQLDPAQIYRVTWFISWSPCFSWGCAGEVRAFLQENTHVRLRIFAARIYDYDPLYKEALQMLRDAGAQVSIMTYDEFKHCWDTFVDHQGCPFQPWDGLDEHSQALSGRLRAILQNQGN
mIAP block = inhibitors of mouse IAP, primary screen, biochemical, luminescence, uHTS; 0.2% of 330,000 active; inhibition, % at 10 µM; AID 2806, 2010; purified mouse IAP, CDP-Star luminescence, 30 min;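 active = inhibition of at least 40% at 10 µM in the primary screen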;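 note: plate controls were DMSO with enzyme for no effect and no enzyme wells for full effect; values of inactives mirror those of a sister screen read the other way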
NR3A LBD binder = binders of NR3A ligand-binding domain, primary screen, biophysical, differential scanning fluorimetry, uHTS | Glutamate receptor ionotropic, NMDA 3A (GRIN3A) ligand-binding domain | NR3A LBD differential scanning fluorimetry, Tm shift; 0% = protein alone, 100% = glycine-bound protein | Tm shift relative to glycine control, % at 25 µM | 2.5% of 340,000 active | AID 1259313, 2017;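 active = melting temperature shift of at least 10% of the positive control shift, at one fixed dose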
mIAP act = activators of mouse IAP, primary screen, biochemical, luminescence, uHTS; activation factor at 10 µM; 0.24% of 330,000 active; muIAP, CDP-Star luminescence, 30 min; stronger effect = higher value; 1 = vehicle-only enzyme signal, 0 = enzyme-free wells;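 active = activation factor of at least 2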; note: the source names both 10 and 20 µM as test concentration; values of inactives mirror those of a sister screen read the other way
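Assay system: mouse IAP enzyme; Reagent: CDP-Star chemiluminescent phosphatase substrate; Compound: DMSO-dissolved test compounds; Incubation: 30 min, room temperature; Technique: luminescence from enzymatic CDP-Star hydrolysis; Controls: DMSO-only wells and no-enzyme negative control.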
beta cell repl = inducers of MIN6 beta-cell proliferation, primary screen, ATP luminescence, uHTS; proliferation, % at 10 µM; AID 2380, 2010; 0.29% of 330,000 active; MIN6 cells proliferation, ATPlite luminescence, 48 h; cells starved in 0.2% serum; 100% = growth in 10% serum;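 active = compounds whose signal lies at least 3.5 SD above the mean of all wells on their plate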;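 note: 0% = DMSO-treated cells in low-serum medium and 100% = 10% serum control; some compounds called inactive have numbers as strong as hits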
Numbers without * were called inactive; . = not tested or not shown.

SMILES | MPTP block | APOBEC3G inh | hIAP act | hIAP inh | APOBEC3A inh | mIAP block | NR3A LBD binder | mIAP act | beta cell repl
Cc1ccc(CS(=O)(=O)c2nsc(C)c2C#N)cc1 | 4.0 | -7 | 0.99 | 1 | -3 | 2 | -1 | 0.97 | 0
Cc1oc2cc3oc(=O)c(CC(=O)O)c(C)c3cc2c1-c1ccccc1 | 0.7 | -3 | 1 | -3 | -3 | 4 | 6 | 0.96 | 2
CCC1CCCCN1C(=O)CSc1nc(N)c(NC(=O)c2ccco2)c(=O)[nH]1 (stereo not given) | -0.7 | -11 | 0.84 | 16 | -2 | 3 | -3 | 0.97 | 0
Cc1c(C)c(C)c2[nH]c(-c3ccc4c(c3)OCO4)nc2c1C | 1.7 | -3 | 1 | 0 | 1 | -37 | 1 | 1.4 | -7
Cc1cc(C)n(-c2ccc(C(=O)NC3CCCCC3)cc2)n1 | 1.2 | -6 | 1 | -2 | 3 | -12 | 0 | 1.1 | 1
O=C(NCc1ccc(F)cc1)C1CCN(C(=O)NCc2ccccc2)CC1 | 1.6 | 7 | 0.88 | 12 | 8 | 7 | -1 | 0.93 | -2
CC(O)CNCCOc1ccccc1OCc1ccccc1 (stereo not given) | 21 | -4 | 0.86 | 14 | -1 | -3 | -1 | 1 | -2
COc1ccccc1NC(=O)CN(Cc1ccco1)C(=O)c1ccc(-n2nc(C)cc2C)cc1 | 0.6 | 1 | 0.92 | 8 | 5 | 1 | -2 | 0.99 | -2
CCCCCC(=O)Nc1ccc(-c2cn3cccnc3n2)cc1 | 2.3 | -4 | 0.99 | 1 | 0 | 19 | 4 | 0.81 | 1
CC/C(=N\NC(=O)c1cc(C)nc2ccccc12)c1ccc(C)s1 | 23 | -10 | 1 | 0 | -9 | -1 | 1 | 1 | 0
CCOc1ccccc1C(=O)OCC(=O)Nc1ccc(N2CCCCC2)cc1 | -0.1 | -4 | 1.1 | -15 | 2 | 5 | 0 | 0.95 | -3
Cc1ccc(S(=O)(=O)N2CCN(C(=O)COC(=O)CCOc3ccccc3C)CC2)cc1 | 0.3 | -4 | 0.97 | 3 | 4 | -1 | 1 | 1 | 4
C/[N+]([O-])=C\c1coc2ccccc2c1=O | -1.8 | -6 | 0.94 | 6 | -1 | -8 | -1 | 1.1 | -3
NNC(=O)[C@@H]1C[C@@H]1c1ccccc1 | 0.7 | -8 | 0.93 | 7 | -4 | 0 | -1 | 1 | 1
CCNC(=O)CN(c1ccc(Br)c(C)c1)S(C)(=O)=O | 0.9 | -2 | 1 | 0 | -2 | -2 | -2 | 1 | 2
CC(c1ccccc1)N1CC(C(=O)N2CCN(c3ccc(F)cc3)CC2)CC1=O (stereo not given) | -2.8 | -1 | 1 | -2 | 4 | 5 | 0 | 0.95 | 0
CCOC(=O)CSc1nnc(CNC(=O)c2ccc(S(=O)(=O)N3CCOCC3)cc2)n1C | 0.0 | 2 | 0.99 | 1 | 2 | -2 | -5 | 1 | 5
COC(=O)c1cc(C(=O)OC)[nH]n1 | -0.7 | -4 | 0.86 | 14 | -1 | 0 | -3 | 1 | -3
O=C(Nc1ccc(N2CCOCC2)cc1N1CCOCC1)c1ccccc1 | -0.2 | 7 | 1 | -5 | -2 | 1 | -1 | 0.99 | -3
COc1ccc(/C=C(/NC(=O)c2ccccc2)c2nc3ccccc3[nH]2)cc1OC | 0.5 | -1 | 1.1 | -9 | -2 | -3 | -1 | 1 | -1
Cc1ccc2cc(/C=C3\N=C(c4ccccc4)OC3=O)c(N3CCOCC3)nc2c1 | . | -2 | 0.92 | 8 | 2 | 4 | 1 | 0.96 | -2
COc1ccc(C(C(=O)NC(C)(C)C)N(C(=O)CCC(=O)Nc2cc(C)on2)c2cc(C)cc(C)c2)cc1 (stereo not given) | 0.0 | -4 | 1 | -2 | 1 | 8 | -3 | 0.92 | 0
COc1ccccc1/C=C/C(=O)OCCN1CCOCC1 | -0.7 | -2 | 0.95 | 5 | 0 | 0 | -1 | 1 | 1
O=c1c2ccccc2[nH]c(=S)n1CC1CCCO1 (stereo not given) | 2.1 | 3 | 0.94 | 6 | 1 | -11 | -3 | 1.1 | -3
OCCCNCc1ccc(N(c2ccccc2)c2ccccc2)cc1 | 0.2 | -16 | 0.88 | 12 | -2 | 8 | -3 | 0.92 | -4
Other compounds:
SMILES | MPTP block | APOBEC3G inh | hIAP act | hIAP inh | APOBEC3A inh | mIAP block | NR3A LBD binder | mIAP act | beta cell repl
c1ccc(N2CCN(c3nc(NCc4ccco4)c4ccccc4n3)CC2)cc1 | 6.5 | -6 | 1.2 | -23 | -5 | -14 | -4 | 1.1 | -4
CC(=O)N(C(C)=O)N1C(=O)C2C3c4ccccc4C(c4ccccc43)C2C1=O (stereo not given) | 2.3 | -6 | 1.2 | -18 | -2 | -13 | -1 | 1.1 | 2
CNC(=O)c1c(O)c2cccc3c2n(c1=O)CCC3 | 0.8 | -2 | 1.1 | -10 | -3 | 4 | 3 | 0.96 | -5
COc1ccc(NS(=O)(=O)c2cccc(C(=O)NNC(=O)c3cccc(NC(C)=O)c3)c2)cc1 | -0.8 | -6 | 1.1 | -8 | -1 | 1 | 4 | 0.99 | 4
Cc1cccc(N2C(=O)CC(SC(N)=Nc3ccccc3)C2=O)c1 (stereo not given) | -3.0 | -8 | 1.2 | -25 | -1 | 18 | 0 | 0.82 | -2
O=C(OCC(=O)N1CCCC1=O)c1ccc(O)cc1O | -1.3 | -6 | 1.1 | -5 | 1 | -3 | 0 | 1 | -3
COCCn1nnnc1C(c1cccc(C#N)c1)N1CCCCCC1 (stereo not given) | 1.0 | -12 | 1.1 | -11 | -3 | -7 | -14 | 1.1 | -1
Cc1cccc(C)c1NC(=O)CN1CCN(C(=O)CN2C(=O)NC3(CCCCC3C)C2=O)CC1 (stereo not given) | 0.7 | -9 | 1.1 | -6 | 5 | -6 | -2 | 1.1 | -1
CCCCN(C)C(=O)c1cc2cc3ccc(OC)cc3nc2s1 | -0.5 | 0 | 0.94 | 6 | -2 | 0 | -17 | 1 | -5
CN(Cc1ccccc1)C(=O)c1cccc(NC(=O)Cc2ccc([N+](=O)[O-])cc2)c1 | -2.1 | -7 | 1.1 | -8 | -4 | 14 | -17 | 0.86 | -3
CC(=O)Nc1ccc(NC(=O)COC(=O)CCCc2c[nH]c3ccccc23)cc1 | 0.1 | -8 | 0.98 | 2 | 0 | -10 | 4 | 1.1 | 3
Cc1nnc(NC(=O)c2ccc(S(=O)(=O)N(C)Cc3ccccc3)cc2)o1 | -11 | -5 | 1.2 | -23 | -2 | 4 | -5 | 0.96 | -5
COc1cccc(C(=O)C2CCCN(C(=O)c3ccccc3Cl)C2)c1 (stereo not given) | -1.3 | 1 | 0.89 | 11 | -4 | -3 | -6 | 1 | -1
O=C(NCc1ccccc1Cl)c1ccc2c(c1)OCO2 | -0.7 | -7 | 1.1 | -6 | 1 | 5 | 2 | 0.95 | 0
Cc1ccc(-n2ccnc2SCC(=O)O)c(C)c1 | -0.7 | 1 | 1.1 | -9 | 5 | -7 | -5 | 1.1 | -5
CC1CCN(S(=O)(=O)c2ccc(C(=O)Nc3ncccc3O)cc2)CC1 | -0.1 | 4 | 1.4 | -35 | 0 | 0 | 2 | 1 | 0
c1ccc(CNc2nc(-c3ccccn3)nc3ccccc23)cc1 | 0.4 | -8 | 1.2 | -24 | -2 | 9 | -2 | 0.91 | -5
BrC(=C\c1ccccc1)/C=N/N1CCN(c2ccccc2)CC1 | 0.2 | -7 | 1 | -1 | -4 | 2 | -38 | 0.98 | -4
COc1ccccc1/C=C/C(=O)OCC(=O)N1CCc2ccccc21 | -1.0 | -11 | 0.98 | 2 | -5 | 1 | 0 | 0.99 | -2
N#C/C(=C1/CCCCCN1)c1nc2ccccc2[nH]1 | -5.3 | -5 | 1.2 | -20 | -3 | -8 | 3 | 1.1 | 2
Cc1ccc(S(=O)(=O)N2[C@@H](c3ccc(C(C)(C)C)cc3)C(C(=O)O)=CC[C@H]2c2cccs2)cc1 | 3.9 | -8 | 0.93 | 7 | -6 | 10 | 1 | 0.91 | -4
Cc1ccc(C(C)C)c(OCC(=O)Nc2sc3c(c2C#N)CC(C)(C)NC3(C)C)c1 | 3.2 | -15 | 0.93 | 7 | -3 | 5 | -16 | 0.95 | -4
Cc1oc(-c2cccc(Cl)c2)nc1CS(=O)(=O)CC(=O)NCc1ccco1 | -0.3 | -3 | 0.93 | 7 | -2 | -5 | 2 | 1.1 | 0
CCOCC(=O)Nc1c(C(=O)Nc2ccccc2OC)oc2ccccc12 | -1.1 | -1 | 1.2 | -22 | 1 | 2 | 0 | 0.98 | -2
Cc1ccc(NC(=O)c2nc[nH]c2C(=O)N[C@@H](C)c2ccccc2)cc1 | 1.8 | -7 | 1.5 | -45 | -1 | 8 | -2 | 0.92 | -7
